ANO1 activ: activates or potentiates the mouse TMEM16A chloride channel; HEK293 TMEM16A/YFP-H148Q/I152L, iodide quench fluorescence; hits give low values; B-score at 10 µM; 340,000 tested, 0.3% active; AID 623877;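 active means fluorescence-ratio B-score plate-corrected deviation score at least 3 library SD below zero, with starting fluorescence score within 5 deviations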;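 further: channel opened by trigger with iodide after compound preincubation; score built on the fluorescence ratio of max minus min over baseline; more negative score means more quench and so TMEM16A activation or potentiation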
KCNK3 inh: human KCNK3 channel inhibition, primary screen; 340,000 tested, 0.84% active; B-score at 10 µM; AID 602410; CHO-KCNK3 thallium flux, FluxOR fluorescence; hits give low values; O14649;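 active means B-score under library mean minus 4 SD, starting fluorescence ratio at most library mean plus 5 SD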;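 further: more negative B-score means stronger inhibition of thallium flux through KCNK3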
Target sequence (O14649 whole entry, looked up): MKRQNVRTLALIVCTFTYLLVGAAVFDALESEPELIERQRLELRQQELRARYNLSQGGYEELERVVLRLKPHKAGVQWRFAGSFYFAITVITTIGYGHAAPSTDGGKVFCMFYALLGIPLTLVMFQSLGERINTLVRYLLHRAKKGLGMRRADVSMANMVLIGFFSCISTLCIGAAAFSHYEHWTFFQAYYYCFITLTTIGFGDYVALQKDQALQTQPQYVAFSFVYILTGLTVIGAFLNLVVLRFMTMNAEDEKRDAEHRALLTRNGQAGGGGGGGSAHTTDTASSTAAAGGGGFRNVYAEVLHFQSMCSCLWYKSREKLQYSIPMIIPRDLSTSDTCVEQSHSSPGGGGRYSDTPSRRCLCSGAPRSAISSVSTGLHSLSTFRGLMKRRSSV
* = called active by the depositor; i = inactive. The list is partial; the hit share may differ from the screen's.

no.	mol	ANO1 activ	KCNK3 inh
1	CCOc1ccc(OCCC(=O)OCC(=O)Nc2cc(S(=O)(=O)N3CCOCC3)ccc2OC)cc1	i	i
2	Cn1cnc2nc[nH]c2c1=O	i	i
3	CC(=O)Nc1ccc(NC(=O)C2CC(=O)N(Cc3ccco3)C2)cc1 (stereo not drawn)	i	i
4	Cc1ccccc1Nc1nnc(SCC(=O)c2c(N)n(C3CC3)c(=O)[nH]c2=O)s1	i	i
5	CC1CCCC(NC(=O)NC(=O)COC(=O)C2=NN(c3ccccc3)C(=O)CC2)C1C (stereo not drawn)	i	i
6	Cc1nc(N)nc(Cl)c1CCC1OCCO1	i	i
7	COc1cc(C(=O)Nc2cc(S(=O)(=O)N3CCOCC3)ccc2N2CCOCC2)ccc1OC(F)F	i	i
8	CN(Cc1cccs1)C(=O)CN1CCN(S(=O)(=O)c2ccc3c(c2)OCCCO3)CC1	i	i
9	CCc1ccccc1N=Cc1c(C)c(C#N)c2[nH]c3ccccc3n2c1=O	i	i
10	Cc1ccc(NC(=O)CN2C(=O)/C(=C3\SC(=S)N(C4CCS(=O)(=O)C4)C3=O)c3ccccc32)cc1 (stereo not drawn)	i	i
11	O=C(NCCCCCCCCNC(=O)c1cccc2ccccc12)c1cccc2ccccc12	i	i
12	COc1ccccc1C=NNc1nc(C)cc(=O)[nH]1	i	i
13	Cc1noc(C)c1COc1ccccc1C(=O)NCCc1ccc(F)cc1	i	i
14	O=C(CCOc1ccccc1)Nc1ccc(Cl)c(S(=O)(=O)N2CCOCC2)c1	i	i
15	CC(C)C(NC(=O)c1ccccc1F)C(=O)NCc1ccc(S(=O)(=O)N2CCOCC2)cc1 (stereo not drawn)	i	i
16	CC1CCN(C(C)C(=O)Nc2ccc(S(=O)(=O)N3CCCC3)cc2)CC1 (stereo not drawn)	i	i
17	O=C(Nc1ccc(OC(F)F)cc1)c1cc(S(=O)(=O)N2CCCCC2)ccc1N1CCOCC1	i	i
18	CC(=O)OC1CCC2(C)C(CCC3C2CC(=O)C2(C)C3CC(C(C(C)=O)C(C)=O)C2C(C)=O)C1 (stereo not drawn)	i	i
19	FC(F)(F)c1ccc(-c2cccc3c2C2CC3CCN2)cc1 (stereo not drawn)	i	i
20	Cc1ccc(S(=O)(=O)N2CCCCC2)cc1NS(=O)(=O)c1ccc(Cl)c(C(=O)O)c1	i	i
21	Cc1cc(-c2csc(NCc3ccccc3)n2)c(C)n1C	i	i
22	CC(C)NC(=O)C1(N2C(=O)c3ccccc3C2=O)CCCC1	i	i
23	COc1ccc(NC(=O)c2oc3ccc(S(=O)(=O)N4CCOCC4)cc3c2C)c(OC)c1	i	i
24	CCc1ccc(NC(=O)C(C)OC(=O)CCN2C(=O)C3CC=CCC3C2=O)cc1 (stereo not drawn)	i	i

Structures above with an NH in an aromatic ring (4):
no.	mol	ANO1 activ	KCNK3 inh
2	Cn1cnc2nc[nH]c2c1=O	i	i
4	Cc1ccccc1Nc1nnc(SCC(=O)c2c(N)n(C3CC3)c(=O)[nH]c2=O)s1	i	i
9	CCc1ccccc1N=Cc1c(C)c(C#N)c2[nH]c3ccccc3n2c1=O	i	i
12	COc1ccccc1C=NNc1nc(C)cc(=O)[nH]1	i	i

Further structures:
no.	mol	ANO1 activ	KCNK3 inh
25	O=[N+]([O-])c1ccc(Cl)c(S(=O)(=O)NC2=NCCC2)c1	i	i
26	CCOc1ccc(NC(=O)CN2C(=O)NC(C)(c3ccc4c(c3)OCCCO4)C2=O)cc1OCC (stereo not drawn)	i	i
27	Nc1cc2c(cc1Br)-c1ccc(F)cc1C2=O	i	i
28	Nc1nc(-c2ccccc2)c(CCCOc2ccc([N+](=O)[O-])cc2)c(=O)[nH]1	i	i
29	Cc1ccc(S(=O)(=O)N(C)c2ccc(OCC(=O)OCc3nnc(-c4ccccc4)o3)cc2)cc1	i	i
30	C=C1C(=O)OC2C1CCC(C)=C1C(=O)C3OC3(C)C12 (stereo not drawn)	i	i
31	CC(=NNC(=O)c1ccncc1)c1cccc(Br)c1	i	i
32	CC(=O)N(Cc1ccccc1)C1CC(=O)N(Cc2ccccc2)C1=O (stereo not drawn)	i	i
33	Cc1ccc(Nc2ncc3c(=O)[nH][nH]c(=O)c3n2)cc1	i	i
34	O=C(Nc1ccc(OC(F)F)cc1)c1cc(S(=O)(=O)N2CCOCC2)ccc1N1CCCC1	i	i
35	Cn1[nH]cc(C=NC(N)=O)c1=O	i	i
36	O=C1C[C@@H]2CCN3C(=O)CCC[C@@H]([C@H]23)[C@@H]1Cc1ccccc1	i	i
37	COc1cccc(CC(=O)Nc2ccc(N3CCOCC3)c(S(=O)(=O)Nc3ccccc3OC)c2)c1	i	i
38	CC(C)(C)c1cc(C2COC(=O)COCCOCC(=O)OCCOCCO2)cc(C(C)(C)C)c1O (stereo not drawn)	i	i
39	CC1CCCCC1NC(=O)Cn1cnc2sccc2c1=O (stereo not drawn)	i	i
40	O=C(Nc1nccs1)[C@@H]1CCCN1S(=O)(=O)c1ccccc1F	i	i
41	Cc1ccc(S(=O)(=O)n2cc(CO)c3ccccc32)cc1	i	i
42	O=C(Nc1c(Br)cc2c(c1Br)Cc1cc([N+](=O)[O-])ccc1-2)C(Cl)Cl	i	i
43	COc1cccc(C2c3cc4c(cc3OC(N3CCOCC3)C2C)OCO4)c1O (stereo not drawn)	i	i
44	O=C1CS(=O)(=O)N(Cc2ccccc2F)c2ccc(Br)cc21	i	i
45	COc1cc(NC(=O)c2ccc(S(=O)(=O)N(C)c3ccccc3)cc2)cc(OC)c1	i	-9.1*
46	CCCN1C/C(=C/c2cccc([N+](=O)[O-])c2)C(=O)/C(=C/c2cccc([N+](=O)[O-])c2)C1	i	i
47	COc1ccccc1NC(=O)N(O)C1(C#N)CCCCC1	i	i
48	COc1ccc(-c2cc(C(=O)N(C)CC(=O)Nc3ccccc3C(F)(F)F)c3ccccc3n2)cc1OC	i	i
49	O=C(/C=C/c1ccc(S(=O)(=O)N2CCOCC2)cc1)N1CCCCC1	i	i
50	CCN(C(=O)COC(=O)/C(=C/c1ccccc1)NC(C)=O)c1c(N)n(Cc2ccccc2)c(=O)[nH]c1=O	i	i
51	C[n+]1ccc(CC2C(=[N+]([O-])[O-])C=Nc3ncnn32)cc1 (stereo not drawn)	i	i
52	CN1C(=CC=C2C=C(I)C(=O)C(I)=C2)C(C)(C)c2ccccc21	i	i
53	COc1ccc2c3c(ccc2c1)C(=O)/C(=C/O)CC3	i	i
54	CC(=O)Nc1c(Br)cc2c(c1Br)C(=O)c1ccccc1-2	i	i
55	CC(C)CCN1CCC(N)=NC1=O	i	i
56	COc1ccccc1C=NNC(=O)C(=O)NN=Cc1ccccc1OC	i	i
57	Cc1cccc(C2=NN(c3ccccc3)[C@@H](C(=O)N3CCOC3=O)[C@@H]2c2ccc(F)cc2)c1	i	i
58	Cc1ccc(-n2c(SCC(=O)O)nc3sc4c(c3c2=O)CC(C)(C)SC4)cc1	i	i
59	COc1ccc(NS(=O)(=O)c2cc(NC(=O)CC(C)(C)C)ccc2N2CCCC2)cc1	i	i
60	O=C(N/N=C/c1ccncc1)c1ccncc1	i	i
61	Cc1nc(SCC(=O)NCC2COc3ccccc3O2)c2c(C)c(C)sc2n1 (stereo not drawn)	i	i
62	N#Cc1c(-c2ccc(Cl)cc2)c(-c2ccc(Cl)cc2)nn(CCOC(=O)CCC(=O)O)c1=O	i	i
63	CCc1cccc(C)c1NC(=O)CN(C)C1=NS(=O)(=O)c2ccccc21	i	i
64	CN(C)CCN1C(=O)CCC2(C)C1=CCC1C2CCC2(C)C1CCC2(C)O (stereo not drawn)	i	i
65	Nc1ccccc1C=C1Cc2ccccc2C1=O	i	i
66	Cc1c(C=NNc2ccccc2)[nH]c(=O)[nH]c1=O	i	i
67	CC(=O)c1ccc(OCC(=O)OCC(=O)N(CC(C)C)c2c(N)n(Cc3ccccc3)c(=O)[nH]c2=O)cc1	i	i
68	CCC(=O)c1cccc(-c2ccccc2)c1CC	i	i
69	COc1ccccc1C(O)(c1ccccc1)c1ccccc1OC	i	-10*
70	CN1CCC(n2[nH]c(-c3ccccc3)c(Cc3ccccc3)c2=O)CC1	i	i
71	CN1C[C@@H]2[C@@H]3C(=O)N(C)C(=O)[C@@H]3[C@](Cc3ccccc3)(C1=O)N2C(=O)c1ccc(F)cc1	i	i
72	N#Cc1c2c(c(-c3ccccc3Cl)[nH]c1=S)CCCC2	i	i
73	COc1ccccc1NS(=O)(=O)c1cccc(C(=O)NNC(=O)c2ccc(Cl)nc2)c1	i	i
74	COc1ccc(S(=O)(=O)N2CCCCC2)cc1NC(=O)CCNC(=O)c1ccccc1Cl	i	i
75	Nn1c(Cc2ccccc2)nnc1Cc1ccccc1	i	i
76	CCN1C[C@@H]2[C@@H]3C(=O)N(Cc4ccccc4)C(=O)[C@@H]3[C@](Cc3ccccc3)(C1=O)N2C(=O)c1ccccc1	i	i
77	O=C(c1cc2nc(-c3ccccc3)cc(C(F)(F)F)n2n1)N1CCCC1	i	i
78	O=c1cc(-c2ccccc2)oc2ccc(Cl)cc12	i	i
79	CCN1CCN(c2ccc(S(=O)(=O)N3CCCCC3)cc2NC(=O)/C=C/c2ccc(Cl)cc2)CC1	i	i
80	Cc1ccc(NC(=O)C(C)OC(=O)C2CC3CCCC(C2)C3=O)cc1S(=O)(=O)N1CCOCC1 (stereo not drawn)	i	i

Further records follow.
no.	mol	ANO1 activ	KCNK3 inh
81	COCc1nnc(NC(=O)C23CC4CC(CC(C4)C2)C3)s1	i	i
82	Cc1cc(Cl)ccc1OCc1nnc(-c2ccccc2C)o1	i	i
83	CCN(CC)S(=O)(=O)c1ccc(OC)c(NC(=O)c2ccc(N3CCCC3=O)cc2)c1	i	i
84	O=C(O)CC/C(=C/c1cccc(NC(=O)c2ccccc2Cl)c1)c1nc2ccccc2s1	i	i
85	CCOc1cc(N2CCOCC2)c(OCC)cc1NC(=O)CN1C(=O)NC(CC)(c2ccc(F)cc2)C1=O (stereo not drawn)	i	i
86	Cc1ccc(C(=O)NCC(=O)N2CCCN(S(=O)(=O)c3ccc(C)cc3)CC2)cc1	i	i
87	Cc1cccc2c(N)c3c(nc12)CCCC3 (tested in a mixture with another compound)	i	i
88	CC(=O)OC1CCC2(C)C(CCC3C2CC(=NO)C2(C)C(C(C)OC(C)=O)CCC32)C1 (stereo not drawn)	i	i

KCNK3 inh: hit marks shown above.
no.	mol	ANO1 activ	KCNK3 inh
45	COc1cc(NC(=O)c2ccc(S(=O)(=O)N(C)c3ccccc3)cc2)cc(OC)c1	i	-9.1*
69	COc1ccccc1C(O)(c1ccccc1)c1ccccc1OC	i	-10*

The results go on.
no.	mol	ANO1 activ	KCNK3 inh
89	Cn1c2c(c(=O)[nH]c1=O)C(c1cccc(O)c1)C1=C(N2)c2ccccc2C1=O (stereo not drawn)	i	i
90	COc1ccc2nc(NN=C(C)c3ccccn3)cc(C)c2c1	i	i
91	COC(=O)c1c[nH]c(=S)n1Cc1ccccc1	-5.4*	i
92	CCOc1ccccc1-n1nnnc1SCC(=O)NC(=O)Cc1ccccc1	i	i
93	N/C(=N\OC(=O)COc1ccc(Cl)cc1Br)c1ccncc1	-39*	i
94	CCN(C(=O)COC(=O)c1ccc2c(c1)OCO2)c1c(N)n(Cc2ccccc2)c(=O)[nH]c1=O	i	i
95	CCCc1cc(=O)[nH]c(SCC(=O)Nc2cc(S(=O)(=O)N3CCCCC3)ccc2Cl)n1	i	i
96	O=C(CCl)N(O)c1ccc(C=Cc2ccccc2)cc1	i	i
97	CCCCn1c(N)c(N(CC(C)C)C(=O)c2cc(-c3ccc(OC)cc3)nc3ccccc23)c(=O)[nH]c1=O	i	i
98	c1coc(-c2nc3nc4ccccc4nc3n2-c2ccc3c(c2)OCCO3)c1	i	i
99	COc1ccccc1CC(=O)NN1C(=O)NC2(CCC(C)CC2)C1=O (stereo not drawn)	i	i
100	O=C(NN=Cc1ccc(O)cc1)C(=O)NN=Cc1ccc(O)cc1	i	i
101	CC(C)CN(C(=O)COC(=O)/C=C/c1ccc(Cl)c(Cl)c1)c1c(N)n(Cc2ccccc2)c(=O)[nH]c1=O	i	i
102	O=C(Cc1ccc(NC(=O)C2CCCN(C(=O)c3ccccc3)C2)cc1)Nc1ccc(C(=O)N2CCOCC2)cc1 (stereo not drawn)	i	i
103	CN(C)Cc1cc(C(C)(C)c2ccccc2)ccc1O	i	i
104	Cc1ccc(C2C=C(c3ccccc3)Nc3nc(N4C(=O)CCC4=O)nn32)cc1 (stereo not drawn)	i	i
105	Cc1ccc2c(c1)-c1cc(C)ccc1C2=O	i	i
106	O=C(COC(=O)COc1ccc(Cl)cc1)NC1CCCCCC1	i	i
107	CSCCC(NC(=O)c1ccccc1Cl)C(=O)Nc1ccncc1 (stereo not drawn)	i	i
108	Cc1cccc(C2=NN(c3ccccc3)[C@H](CO)[C@H]2c2ccc(F)cc2)c1	i	i
109	CC(=O)OC(=C(OC(C)=O)c1ccccc1)c1ccccc1	i	i
110	CN(CC(=O)Nc1cccc(F)c1)C(=O)CC1CCCC1	i	i
111	CC(C)Cc1nnc(NC(=O)c2ccc(S(=O)(=O)N3CCCC3)cc2)s1	i	i
112	C=CCN(CC=C)c1ncnc2[nH]ncc12	i	i
113	Cn1c(=O)c2[nH]c(SCc3cccnc3)nc2n(C)c1=S	i	i
114	CC1(C)C(=O)C=CC(=O)C(C)(C)C(=O)C=CC(=O)C(C)(C)C2=CC=C(O2)C(C)(C)C(=O)C=CC1=O	i	i
115	O=C(COC(=O)c1cc(S(=O)(=O)N2CCOCC2)ccc1F)NC1CCCCC1	i	i
116	CCOc1ccc2nc(NC(=O)Cn3c(C)csc3=O)sc2c1	i	i
117	CCC(=O)Nc1ccc(C(=O)COC(=O)c2sc(C)nc2C)cc1	i	i
